# From PubChem BioAssay
# p53 reactivation: restores transcriptional activity of mutant p53; H1299 p53-A138V BP100-luciferase reporter, luminescence, 24 h; 320,000 tested, 0.063% active; Potency, µM (titrated, usually from 92.2 µM), for the others: top-dose activity change, positive = activation, usual class: activators; AID 504706; note: potency is the fitted concentration of half-maximal effect; % of control where 0% means no effect; nearly all actives have a fitted effect of over 45% in size
#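 H1299 (p53-null), stable ts p53-A138V + BP100-Luc; 1000 cells/well, Opti-MEM/10% FBS; cpd 4 pt, 1:5; 24 h, 37 deg C, 5% CO2; detection reagent 10 min RT; luminescence.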
# TRPV1 agonist: activates the human vanilloid receptor TRPV1 | Q8NER1 | TRPV1-expressing cells, Fluo-8 calcium influx, agonist mode | activation, % at 8.33 µM | 320,000 tested, 0.19% active | AID 540275; in the data active = activation above about 80%; inconclusive = between about 30% and that limit; note: 0% is about no effect
#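 Fluo-8 calcium influx in TRPV1-expressing cells, kinetic read (ex 480/em 520 nm). Compound added and read 3 min for agonist activity, followed by capsaicin at EC20 final and 2 min further read for enhancement.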
# VP16 counter: Gal4-VP16 reporter inhibition counter-screen; Drosophila S2 Gal4-VP16 UAS-luciferase, luminescence, 20 h; Potency, µM (titrated, usually from 53.6 µM), for the others: top-dose activity, negative = inhibition, most hits filed as inhibitors; 310,000 tested, 3.5% active;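 note: Gal4-VP16 expression switched on by copper sulfate through the metallothionein promoter; potency is the fitted concentration of half-maximal effect; % is set by controls: 0 for no effect and ±100 for the full control effect; nearly all actives have a fitted effect of over 50% in size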
# BRCA1 expr up: activators of BRCA1 expression | 380,000 tested, 1.1% active | MCF7-BRCA1-FFLuc reporter, luminescence, 48 h; response scale: scaled: vehicle 0%, 10 µM genistein 100% | Potency, µM (series often up to 46.1 µM), without a hit: top-dose activation, most hits filed as activators | AID 624202; note: potency is the fitted concentration of half-maximal effect; nearly all actives have a fitted effect of over 80% in size; some results filed as inactive show a strong effect at the top dose
#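 Quantitative HTS in MCF7 cells stably reporting BRCA1 expression via firefly luciferase. Compound treatment lasts 48 h at 37 °C in phenol-red free MEM. Activation is expressed relative to genistein at 10 microM and DMSO.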
# RORg inh: blocks mouse ROR gamma transcriptional activity. P51450. Drosophila S2 Gal4-RORgamma UAS-luciferase reporter, 20 h. Potency, µM (doses to about 53.6 µM), inactives show at the top dose activity change, negative = inhibition, hits mostly inhibitors. 310,000 tested, 5.4% active; note: potency is the fitted concentration of half-maximal effect; % is set by controls: 0 for no effect and ±100 for the full control effect; nearly all actives have a fitted effect of over 60% in size
# Target sequence (P51450 whole entry, looked up, the tested form may be a part): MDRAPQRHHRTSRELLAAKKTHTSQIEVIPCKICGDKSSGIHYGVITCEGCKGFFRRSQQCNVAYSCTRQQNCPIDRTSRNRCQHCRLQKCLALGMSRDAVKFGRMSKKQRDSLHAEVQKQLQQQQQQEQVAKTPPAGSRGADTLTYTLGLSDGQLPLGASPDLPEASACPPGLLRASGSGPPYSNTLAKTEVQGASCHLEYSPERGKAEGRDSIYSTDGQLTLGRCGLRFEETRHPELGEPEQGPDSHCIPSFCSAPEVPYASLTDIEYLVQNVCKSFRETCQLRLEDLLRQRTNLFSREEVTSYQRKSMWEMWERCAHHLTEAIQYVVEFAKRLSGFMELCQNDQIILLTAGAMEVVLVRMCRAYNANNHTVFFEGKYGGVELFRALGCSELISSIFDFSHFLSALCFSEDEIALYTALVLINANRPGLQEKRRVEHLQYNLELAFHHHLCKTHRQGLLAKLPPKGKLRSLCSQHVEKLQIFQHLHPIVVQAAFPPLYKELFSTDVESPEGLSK
#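 Using a luciferase readout, inhibitors were identified by reduced reporter activity in Drosophila cells coexpressing a copper-inducible Gal4–ROR gamma fusion and UAS-driven Photinus luciferase, incubated 20 hr after 700 uM copper sulfate.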
# ELG1 repair inh: ELG1-dependent DNA repair inhibition; HEK293T ELG1-luciferase reporter, luminescence, 16 h; DNA damage induced by 5-fluorouridine; Potency, µM (titrated, usually from 46.1 µM), for the others: at the top dose activity change, negative = inhibition, most hits filed as inhibitors; 330,000 tested, 2.3% active; AID 504467; note: potency is the fitted concentration of half-maximal effect; % is set by controls: 0 for no effect and ±100 for the full control effect; nearly all actives have a fitted effect of over 55% in size
#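 Cells (2,000 per well) received 5-fluorouridine plus test compound or DMSO and were incubated 16 hr at 37 °C, 5% CO2. Luciferase activity was read by luminescence 30 min after ONE-Glo addition; signal suppression marked inhibition of damage-induced ELG1 function.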
# ELG1 genotox: genotoxicity induction in ELG1-luciferase HEK293T cells. HEK293T ELG1-luciferase reporter, luminescence, 16 h. Potency, µM (highest dose often 46 µM), for inactives: at the top dose activity change, positive = activation, actives largely listed as activators. 330,000 tested, 1.3% active. AID 504466; note: potency is the fitted concentration of half-maximal effect; % of control where 0% means no effect; nearly all actives have a fitted effect of over 60% in size
#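 Genotoxicity was scored as increased ELG1-luciferase reporter signal, measured by ONE-Glo luminescence (30 min, room temperature). Compound or vehicle exposure of the HEK293T reporter cells lasted 16 hr at 37°C.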
# Rab9 prom act: Rab9 promoter activation; Huh7 Rab9 promoter-luciferase reporter, luminescence, 24 h; Potency, µM (series often up to 9.22 µM), for the others: at the highest dose activation, negative = inhibition, actives largely listed as activators; 320,000 tested, 2.8% active; note: potency is the fitted concentration of half-maximal effect; % of control where 0% means no effect; nearly all actives have a fitted effect of over 60% in size
#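 Cells were plated at 1500 per well in reduced-serum medium with 10% FBS and left 2 h. Compound in DMSO was then added for 24 h at 37 °C. Reporter signal was read by luminescence after 10 min with luciferase detection reagent.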
# NPC1 prom act: NPC1 promoter activation. Huh7 NPC1 promoter luciferase reporter, 24 h. Potency, µM (doses to about 9.22 µM), without a hit: at the highest dose activation, usual class: activators. 320,000 tested, 2.4% active. AID 485313;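 note: potency is the fitted concentration of half-maximal effect; % of control where 0% means no effect; nearly all actives have a fitted effect of over 60% in size; reporter is driven by a mutant NPC1 promoter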
#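 In 1536-well qHTS, Huh7 cells harboring an NPC1 promoter–luciferase construct received compound for 24 h; activation was quantified by luminescence following luciferase reagent addition.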
# FLuc modulator: counter-screen for miR-21 project: firefly luciferase inhibitors or activators. P08659. purified FLuc, Km substrates, luminescence inhibition. Potency, µM (highest dose often 57.5 µM), for inactives: at the top dose activity change, negative = inhibition, hits mostly inhibitors. 360,000 tested, 6.9% active;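 note: potency is the fitted concentration of half-maximal effect; plate controls were vehicle for no effect and reference inhibitor for full effect; nearly all actives have a fitted effect of over 55% in size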
# Target sequence (P08659 whole entry, looked up): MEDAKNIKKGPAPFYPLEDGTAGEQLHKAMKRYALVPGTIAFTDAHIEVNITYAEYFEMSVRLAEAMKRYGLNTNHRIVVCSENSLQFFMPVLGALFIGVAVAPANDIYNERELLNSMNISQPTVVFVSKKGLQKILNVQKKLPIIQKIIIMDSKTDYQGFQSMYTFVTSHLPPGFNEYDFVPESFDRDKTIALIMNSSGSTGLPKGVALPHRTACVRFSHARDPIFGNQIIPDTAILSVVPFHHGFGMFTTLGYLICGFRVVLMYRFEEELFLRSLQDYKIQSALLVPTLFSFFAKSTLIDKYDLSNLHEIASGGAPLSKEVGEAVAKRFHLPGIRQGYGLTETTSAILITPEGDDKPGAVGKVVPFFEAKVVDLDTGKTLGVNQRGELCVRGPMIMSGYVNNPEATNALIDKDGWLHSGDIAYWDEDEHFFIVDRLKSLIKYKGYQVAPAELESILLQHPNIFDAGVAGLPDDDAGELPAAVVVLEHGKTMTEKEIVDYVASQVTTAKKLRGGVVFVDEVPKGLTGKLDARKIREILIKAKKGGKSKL
#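 Purified P. pyralis luciferase (10nM final) with 10uM D-luciferin and 10uM ATP (Km levels) in 50mM Tris acetate pH 7.5, 10mM Mg acetate, 0.01% Tween-20, 0.05% BSA; qHTS 6-point titration, ~60 µM downward; luminescence read.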
# Tb PFK block: T. brucei PFK enzyme inhibition. Potency, µM (series often up to 57.5 µM), without a hit: at the highest dose activity, negative = inhibition, actives largely listed as inhibitors. 330,000 tested, 0.17% active. T. brucei PFK, ADP-Glo luminescence. AID 485367. O15648;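 note: potency is the fitted concentration of half-maximal effect; 0% = uninhibited 1x PFK enzyme wells and -100% = no-enzyme wells; nearly all actives have a fitted effect of over 60% in size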
#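 ADP-Glo luminescence quantified ADP after 45 min at room temperature, with 1.25 nM T. brucei PFK, 0.1 mM ATP and 0.5 mM fructose-6-phosphate in pH 8.0 TEA buffer. qHTS titrations up to 57 µM; curves classified by quality.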
# The depositor's hits bear a star; ? = inconclusive; nt = not tested or not shown; [ ] = another dose, or the depositor's remark. Unless noted, calls come from the whole dose curve; as a rule, active = well fitted curve in the direction sought with a large enough effect; inconclusive = small, poorly fitted or top-dose-only effect, or another doubt; inactive = no such curve, though single readings can be large; an effect the other way counts as inactive or inconclusive.
No. | smiles | p53 reactivation | TRPV1 agonist | VP16 counter | BRCA1 expr up | RORg inh | ELG1 repair inh | ELG1 genotox | Rab9 prom act | NPC1 prom act | FLuc modulator | Tb PFK block
1 | O=C(NCC(=O)N(CCN1CCOCC1)C(C(=O)NC1CCCC1)c1cccnc1)c1cccs1 (stereo not given) | -7% | 1 | -15% | 1% | -9% | 6% | 1% | -5% | -3% | -1% | -2%
2 | O=C(CSc1nnc(SCc2ccc(Cl)cc2)s1)N1CCOCC1 | 2% | 5 | -8% | -18% | 3% | -18% | 0% | 0% | -15% | 15µM* | 2%
3 | Cc1ccccc1-c1nnc(SCC(=O)c2c(N)n(C3CC3)c(=O)[nH]c2=O)o1 | -10% | 1 | nt | 1% | nt | ? | 3% | -2% | -3% | 4% | 0%
4 | CCCCN(CC)Cc1ccc(CNC(=S)Nc2ccc(C)cc2Cl)o1 | 10% | 1 | -27% | -69% | 16µM* | ? | -11% | -3% | -2% | ? | -1%
5 | CCOC(=O)c1csc(-c2sccc2Br)n1 | 28% | -3 | ? | 94% | 21% | ? | 5.2µM* | 3.2µM* | 2.5µM* | 1.9µM* | -5%
6 | COC(=O)C(N)Cc1ccc(O)c(O)c1 (stereo not given) | 4% | 1 | -2% | -18% | 5% | 1% | 3% | -10% | -1% | 6% | 1%
7 | COc1ccccc1CNC(=O)C1CC2Cn3c(nc4ccccc43)C2N1C (stereo not given) | 4% | 0 | 0% | 11% | -2% | 7% | 1% | -3% | 1% | 3% | 4%
8 | CCc1nnc(NC(=O)CSc2nc(C)cs2)s1 | 0% | -5 | ? | 2% | ? | -12% | -2% | -2% | -1% | 2% | 8%

# Brought forward from above: 6 compounds, then new ones.
No. | smiles | p53 reactivation | TRPV1 agonist | VP16 counter | BRCA1 expr up | RORg inh | ELG1 repair inh | ELG1 genotox | Rab9 prom act | NPC1 prom act | FLuc modulator | Tb PFK block
3 | Cc1ccccc1-c1nnc(SCC(=O)c2c(N)n(C3CC3)c(=O)[nH]c2=O)o1 | -10% | 1 | nt | 1% | nt | ? | 3% | -2% | -3% | 4% | 0%
4 | CCCCN(CC)Cc1ccc(CNC(=S)Nc2ccc(C)cc2Cl)o1 | 10% | 1 | -27% | -69% | 16µM* | ? | -11% | -3% | -2% | ? | -1%
5 | CCOC(=O)c1csc(-c2sccc2Br)n1 | 28% | -3 | ? | 94% | 21% | ? | 5.2µM* | 3.2µM* | 2.5µM* | 1.9µM* | -5%
6 | COC(=O)C(N)Cc1ccc(O)c(O)c1 (stereo not given) | 4% | 1 | -2% | -18% | 5% | 1% | 3% | -10% | -1% | 6% | 1%
7 | COc1ccccc1CNC(=O)C1CC2Cn3c(nc4ccccc43)C2N1C (stereo not given) | 4% | 0 | 0% | 11% | -2% | 7% | 1% | -3% | 1% | 3% | 4%
8 | CCc1nnc(NC(=O)CSc2nc(C)cs2)s1 | 0% | -5 | ? | 2% | ? | -12% | -2% | -2% | -1% | 2% | 8%
9 | NC1=NC(=O)C2(COC(c3cccnc3)OC2)S1 (stereo not given) | -4% | 3 | -8% | 12% | -19% | 0% | -3% | -1% | 3% | -1% | 1%
10 | O=C(C1=NNC2C(=O)N(c3ccccc3)C(=O)C12)c1nc(Cl)ccc1Cl (stereo not given) | 13% | -5 | 0% | 8% | 0% | 1% | 3% | -2% | -2% | 5% | 1%
11 | Cc1ccc(C(=O)c2c[nH]cc2-c2ccccc2)cc1 | 6% | ? | ? | 8% | ? | ? | -1% | 0% | 1% | -21% | 8%
12 | Brc1cccc(OCCCN2CCCCCC2)c1 | -3% | 0 | -8% | -5% | -5% | 0% | -12% | 2% | 1% | -1% | -19%
13 | Cc1ccc(C)c(N2CCN(C(=O)CCC(=O)Nc3nnc(C(F)(F)F)s3)CC2)c1 | 5% | 12 | -17% | -12% | -28% | -4% | -7% | -4% | 0% | -1% | -3%
14 | O=C(NCCNc1ccc([N+](=O)[O-])cc1C(F)(F)F)c1ccccc1F | -6% | 5 | -2% | -30% | ? | 8% | -2% | 2% | 2% | 0% | 0%
15 | COc1cc(C2c3c([nH]c(=O)[nH]c3=O)Nc3ccc4ccccc4c32)cc(OC)c1OC (stereo not given) | -4% | -2 | 0% | -13% | 6% | nt | 5% | -4% | -2% | ? | -2%
16 | Cn1cc(/C=C(\C(=O)O)C(C(=O)O)=C2CCCCC2)c2ccccc21 | 2% | 0 | 0%[10 µM] | -12% | -15% | 14% | -5% | -8% | -2% | -20% | 3%
17 | CCCCN(C)S(=O)(=O)c1ccc(C(=O)Nc2nnc(CSC)o2)cc1 | 10% | -8 | 1.1µM* | -69% | 0.79µM* | ? | -5% | 2% | -7% | -2% | 2%
18 | COC(=O)c1sccc1-n1cccc1C(=O)NCc1ccccc1 | -10% | -1 | 1% | -10% | -2% | 5% | 0% | 2% | -1% | -1% | 5%
19 | Cc1ccccc1OCCC(=O)OCC(=O)Nc1ccc(C(N)=O)cc1 | -1% | ? | 5% | -14% | 9% | 18% | 1% | -8% | 1% | -7% | -7%
20 | c1ccc2c(c1)oc1c(Nc3ccc(CN4CCOCC4)cc3)ncnc12 | ? | 84* | -28% | -49% | -11% | ? | 2.1µM* | ? | 2.2µM* | 8.5µM* | 4%
21 | CCOc1c2ccc(C(=O)NCC34CC5CC(CC(C5)C3)C4)cc2nn1CC | -5% | 5 | 11µM* | -23% | ? | 7% | 0% | -3% | -5% | -14% | 4%
22 | CC(=O)N1CCN(C(=O)CCc2nc3ccccc3c(=O)[nH]2)CC1 | -10% | -4 | -3% | -1% | -17% | 0% | 0% | -1% | 1% | 0% | -1%
23 | COc1ccc(CNCCCSc2ncccn2)cc1OC | nt | 2 | 0% | 5% | -18% | 3% | 0% | 0% | -8% | 7% | 2%
24 | O=[N+]([O-])c1ccc(Cl)c2cccnc12 | 2% | 0 | -12% | -21% | 21% | -22% | -1% | -2% | 2% | -7% | 2%
25 | O=C(Nc1cccc(Br)c1)c1ccn[nH]1 | 19% | 24 | 0% | 9%[1.84 µM] | ? | 2% | 15% | ? | ? | ? | 0%
26 | CSCCC(NC(=O)COc1ccccc1)C(=O)N(C)Cc1ccc(F)cc1 (stereo not given) | -5% | 29 | nt | -23% | nt | -8% | -1% | 3% | -1% | -3% | -3%
27 | C/C(CC(=O)Nc1ccc(Cl)cc1)=N\NC(=O)C(=O)NCCO | -13% | 6 | -4% | -14% | -31% | 4% | 1% | -2% | -6% | 5% | -1%
28 | O=C(CSc1nc(-c2ccccc2)cc(=O)[nH]1)N1CCc2ccccc21 | -19% | -2 | 3% | -36% | 2% | -3% | -11% | -4% | 0% | 2% | -2%
29 | Cc1ccc(CN2C(=O)CSC2c2ccccc2F)cc1 (stereo not given) | -5% | 27 | 7% | -6% | -1% | -1% | 4% | -1%[1.84 µM] | -4% | -1% | 1%
30 | COc1ccc(CCn2ccc(O)c(Cc3ccc(Cl)cc3)c2=O)cc1OC | -4% | -1 | 7% | -10% | 34% | ? | -8% | -7% | -7% | 2% | 2%
31 | Cc1occc1C(=O)Nc1nnc(-c2cccs2)s1 | 15% | 2 | ? | 59% | -22% | ? | ? | 3.2µM* | ? | ? | 0%
32 | O=C(CCn1c(=S)[nH]c2ccccc2c1=O)NCCc1ccccc1 | -6% | -3 | 9% | -15% | -14% | 1% | ? | -10% | -3% | 0% | -1%
33 | CC(=O)N1Cc2cc(N)ccc2Oc2ccccc21 | -4% | 1 | -2% | 0% | -1% | 7% | 0% | -2% | -1% | 1% | 0%
34 | Cc1cc(NC(=O)c2ccccc2Cl)n(C(C)(C)C)n1 | -1% | 1 | -2% | -9% | 1% | 7% | -3% | -9% | -1% | -15% | 1%
35 | C=CCNC(=O)c1cnn(-c2ccccc2)c1-c1ccccc1 | -1% | -1 | -3% | -14% | -15% | -2% | -5% | -1% | -2% | -2% | 3%
36 | CCOC(=O)C1CCN(C(=O)Nc2c(-c3ccccc3)noc2C)CC1 | -3% | -1 | -1% | 1% | -9% | 0% | -1% | -2% | 0% | 0% | -1%
37 | COC(=O)c1sc(N/N=C/c2ccc(C(C)C)cc2)nc1C | 9% | 1 | ? | -58% | ? | ? | 13% | ? | 29% | 19µM* | -1%
38 | CCOc1ccc(CCNC(=O)C(C)n2nc(C)c3c(C)n(-c4ccccc4)nc3c2=O)cc1 (stereo not given) | -4% | 3 | -1% | -11% | ? | -11% | -4% | 1% | -3% | -2% | 2%
39 | Cc1cccc(NC(=O)Cn2c(O)c(N=NC(N)=S)c3ccccc32)c1 | -2% | -1 | ? | -58% | ? | ? | 4% | -3% | -9% | -14% | -4%
